DUSP3 inh: DUSP3 (human) phosphatase inhibition; P51452; recombinant VHR phosphatase, pNPP absorbance; inhibition, % at 13.3 µM; hit rate 0.52% among 290,000; in the data active means inhibition above about 50%; further: some compounds called inactive have numbers as strong as hits
Yp Topo-I inh: blocks Yersinia pestis topoisomerase I activity | AID 504884 | hit rate 0.064% among 360,000 | activity, % at 10 µM | Y. pestis Topo-I cleavage product accumulation, plate reader; in the data active means activity above about 50%, passing the limit was not always enough; inconclusive means no clear call, values can overlap the other calls; further: inactives centre near 2
PfHsp40 rescue: restores yeast growth despite PfHsp40 toxicity | S. cerevisiae expressing PfHsp40, growth rescue, ATP luminescence | growth rescue, % at 12.5 µM | hit rate 0.68% among 340,000; in the data active means growth rescue above about 28%, passing the limit was not always enough; inconclusive means no clear call, values can overlap the other calls;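 further: yeast W303a lacking pdr1 and pdr3 grown in galactose medium; growth measured after three days at 30 °C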
MazF activator: activators of E. coli MazEF toxin-antitoxin RNase. P0AE70. FAM/BHQ RNA-DNA oligo cleavage fluorescence, 5 h. activation, % at 20 µM. hit rate 0.32% among 350,000. AID 504720; in the data active means activation above about 50%
Target sequence (P0AE70 whole entry, looked up): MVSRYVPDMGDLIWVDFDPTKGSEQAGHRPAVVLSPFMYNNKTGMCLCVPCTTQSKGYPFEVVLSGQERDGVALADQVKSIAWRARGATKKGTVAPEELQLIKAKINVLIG
SSB-PriA inh: K. pneumoniae PriA-SSBct interaction inhibition; AlphaScreen SSBct-PriA binding, biotinylated peptide; inhibition, % at 33 µM; hit rate 0.6% among 430,000; in the data active means inhibition mostly above about 37%, no sharp cut-off; inactive means mostly below about 20%;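 further: plate controls were negative control peptide for no effect and reference peptide for full effect; strong numbers were not always called active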
Anthrax LF inh2: anthrax lethal factor protease inhibition; P15917; multiplex microsphere protease cleavage assay, LF; inhibition, % at 10 µM; hit rate 0.12% among 360,000; AID 588501; in the data active means inhibition above about 30%; inconclusive means no clear call, values can overlap the other calls; further: plate controls were buffer without enzyme for full effect and enzyme alone for no effect
Target sequence (P15917 whole entry, looked up): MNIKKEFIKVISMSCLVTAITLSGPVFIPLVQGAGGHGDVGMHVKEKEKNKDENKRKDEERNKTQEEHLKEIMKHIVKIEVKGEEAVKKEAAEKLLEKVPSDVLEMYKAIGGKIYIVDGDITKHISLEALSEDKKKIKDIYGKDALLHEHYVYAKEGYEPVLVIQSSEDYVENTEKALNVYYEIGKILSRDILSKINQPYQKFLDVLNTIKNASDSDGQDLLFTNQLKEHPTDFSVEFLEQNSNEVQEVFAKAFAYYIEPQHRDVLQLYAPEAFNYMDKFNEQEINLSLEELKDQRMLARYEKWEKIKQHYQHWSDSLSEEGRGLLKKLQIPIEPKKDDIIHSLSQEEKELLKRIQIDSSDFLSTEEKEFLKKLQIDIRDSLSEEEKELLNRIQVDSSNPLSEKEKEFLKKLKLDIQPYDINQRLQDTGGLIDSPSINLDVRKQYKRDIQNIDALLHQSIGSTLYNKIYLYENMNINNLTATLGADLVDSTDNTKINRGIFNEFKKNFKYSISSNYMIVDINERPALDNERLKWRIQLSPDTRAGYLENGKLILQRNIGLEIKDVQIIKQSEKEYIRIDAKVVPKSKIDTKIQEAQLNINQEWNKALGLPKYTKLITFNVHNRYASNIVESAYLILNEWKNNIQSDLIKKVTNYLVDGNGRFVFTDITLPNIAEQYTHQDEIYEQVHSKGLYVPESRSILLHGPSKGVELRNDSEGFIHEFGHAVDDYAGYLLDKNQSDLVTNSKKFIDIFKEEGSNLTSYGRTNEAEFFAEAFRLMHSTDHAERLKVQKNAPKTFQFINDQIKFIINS
BH1578 lux ind: induces V. cholerae light production without autoinducers. V. cholerae BH1578 lux reporter, luminescence, 6 h. activation, % at 18.7 µM. hit rate 0.16% among 350,000. AID 588436; in the data active means activation mostly above about 9.7%, no sharp cut-off; inconclusive means no clear call, values can overlap the other calls; inactive means mostly below about 3.7%; further: not every result past the cut was called active; inactives centre near 0; reference of the scale not given here
3CLpro inhibitor: SARS-CoV 3CLpro protease inhibition; recombinant SARS-CoV 3CLpro, quenched FRET peptide cleavage; P0C6X7; hit rate 0.14% among 290,000; inhibition, % at 6 µM; AID 1706; in the data active means inhibition above about 12%
TcdB inh: inhibitors of Clostridioides difficile toxin B glycohydrolase; P18177; TcdB glycohydrolase enzymatic assay, plate reader; inhibition, % at 9.99 µM; hit rate 0.24% among 350,000; in the data active means inhibition above about 10%
Rv3671c inh: inhibits the M. tuberculosis serine protease Rv3671c; inhibition, % at 5.96 µM; hit rate 0.048% among 320,000; in the data active means inhibition above about 38%;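 further: extracellular domain of Rv3671c used as enzyme; 0% = enzyme with DMSO and 100% = no enzyme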
* hit, by the source's call; i = inactive; ? = inconclusive; . = not tested or not shown; & = joins results of further samples. These rows are one share of the data; rates above refer to the full screens.

Structure,DUSP3 inh,Yp Topo-I inh,PfHsp40 rescue,MazF activator,SSB-PriA inh,Anthrax LF inh2,BH1578 lux ind,3CLpro inhibitor,TcdB inh,Rv3671c inh
COC(=O)c1ccc(Sc2nnnn2-c2ccccc2)c([N+](=O)[O-])c1,19,4,-1.4,2,18,0,i,5,.,3
CN(C)C(=O)c1cccc(-c2cnc3c(NC=O)cc(-c4ccccc4F)cn23)c1,.,8,.,.,.,-3,i,.,0.5,.
CCCCc1c(O)nc2n(c1=O)CCS2,17,-5,-1.0,-10,2,0,-0.2,0,.,-8
O=C(N1CCOCC1)N1CCN(S(=O)(=O)c2ccc(Cl)cc2)C1,12,-5,-0.4,10,-7,13,i,-1,1.6,-7
COCCNC(=O)CCc1nnc(C2(c3ccc(Cl)cc3)CCC2)o1,-6,-4,1.1,10,0,-1,-0.6,2,1.9,4
O=C1OC(=O)c2c(Br)c(Br)c(Br)c(Br)c21,.,1,0.6,5,-17,-14,-0.1,.,0.7,2
CCOC(=O)C1CCCN(c2c(NCCN(C)Cc3ccccc3)c(=O)c2=O)C1 (stereo unspecified),15,3,1.4,6,98,-4,-0.3,1,-0.1,-6
O=C(CN1CCCC1)Nc1ccc(F)c(Cl)c1,21,-3,2.0,2,6,5,0.3,2,0.2,-1
COCCCNC(=O)c1cc2c(=O)n3cccc(C)c3nc2n(C(C)C)c1=N,27,4,0.6,8,-3,0,i,-1,.,-1
c1csc(-c2nc3ccccc3s2)c1,12,3,-1.0,-4,-25,-4,i,3,0.6,0
CCCCCn1c(=O)c2ccccc2n2c(=S)[nH]nc12,6,-2,6.7,-2,-1,2,i,-4,4.0,-12
CCOC(=O)c1cc(-c2csc(COc3ccc(Cl)cc3)n2)on1,17,3,-0.4,0,-2,17,i,7,1.7,6
COc1cc2c(c(O)c1OC)C(=O)C(OC)CCC2 (stereo unspecified),25,1,18,-1,-7&-18,-2,-0.7,-2,.,5
Cc1cccc2cc(CN(CC3CCCO3)C(=O)c3ccncc3)c(=O)[nH]c12 (stereo unspecified),4,1,-0.1,9,3,-2,-0.7,-4,.,2
O=C(NC1CCCCCC1)C(=S)N1CCCC1,13,1,-1.6,7,0,0,1.1,6,0.3,0
Cc1c(C(=O)NCC2CCCO2)sc2nc(-c3ccccc3)cn12 (stereo unspecified),0,15,-1.3,2,2,0,-2.5,-4,1.5,2
O=C(NC1CCS(=O)(=O)C1)c1sc2ccccc2c1Cl (stereo unspecified),12,8,-0.3,5,-23,-10,1.0,0,0.1,11
CN(CC(=O)Nc1ccccc1Cl)CC(=O)c1c(N)n(Cc2ccccc2)c(=O)n(C)c1=O,.,17,2.6,67*,-16,.,i,.,0.1,2
CN(C)C(=S)NC(=O)c1cccc(Cl)c1,10,-7,-0.7,5,-1,-7,-1.1,0,-2.3,2
COc1ccc(N2CCN(C(=O)CCN3C(=O)c4ccccc4S3(=O)=O)CC2)cc1,19,6,0.3,13,-1,1,-0.4,2,.,0
COc1ccc(C(CC(=O)N2CCN(C)CC2)NC(=O)C(F)(F)F)cc1 (stereo unspecified),-30,9,0.6,-2,-13,5,1.8,-3,-2.1,-2
COc1cc2oc3cc(C)oc(=O)c3c2cc1OC,-15,4,1.9,-2,-6,-17,i,-1,-0.3,-13
O=c1c(/C=N/N2CCOCC2)c(C(F)(F)F)[nH]n1-c1ccccc1,6,-5,0.0,-1,.,-1,i,1,-12,-7
Cc1cc(C)c2c(c1)N[C@H](c1cccs1)[C@@H]1CCO[C@H]21,25,0,-1.0,-1,0,-1,0.8,2,0.8,-2
O=C(Nc1ccccc1)c1ccc(=O)[nH]n1,.,2,-1.2,-3,1,6,i,1,1.4,7
CSCCC(NC(=O)c1ccco1)C(=O)N1CC=C(c2ccccc2)CC1 (stereo unspecified),28,34,1.3,-1,-4,-1,i,4,0.6,-7
COc1ccc(C(=C(CC(=O)O)C(=O)OC(C)(C)C)c2cc(OC)c(OC)c(OC)c2)cc1OC,.,4,0.0,6,-20,-3,i,.,-0.1,.
Cc1ccc(NC(=O)C(CC(=O)O)C2CCCO2)c(C)c1 (stereo unspecified),13,5,0.0,4,-12,-12,i,3,1.2,-5
COc1cccc2c1c(NC(=O)Nc1ccc(F)cc1F)nn2C,-15,-9,2.0,0,3,.,i,1,0.9,0
COc1ccc(C(=O)N/C(=C/c2cccs2)C(=O)NN)cc1OC,9,3,0.4,-11,-9,.,-0.5,5,-1.1,0

Part of the list above in another layout:
Under each structure: DUSP3 inh | Yp Topo-I inh | PfHsp40 rescue | MazF activator | SSB-PriA inh | Anthrax LF inh2 | BH1578 lux ind | 3CLpro inhibitor | TcdB inh | Rv3671c inh
> CN(CC(=O)Nc1ccccc1Cl)CC(=O)c1c(N)n(Cc2ccccc2)c(=O)n(C)c1=O
  . | 17 | 2.6 | 67* | -16 | . | i | . | 0.1 | 2
> CN(C)C(=S)NC(=O)c1cccc(Cl)c1
  10 | -7 | -0.7 | 5 | -1 | -7 | -1.1 | 0 | -2.3 | 2
> COc1ccc(N2CCN(C(=O)CCN3C(=O)c4ccccc4S3(=O)=O)CC2)cc1
  19 | 6 | 0.3 | 13 | -1 | 1 | -0.4 | 2 | . | 0
> COc1ccc(C(CC(=O)N2CCN(C)CC2)NC(=O)C(F)(F)F)cc1 (stereo unspecified)
  -30 | 9 | 0.6 | -2 | -13 | 5 | 1.8 | -3 | -2.1 | -2
> COc1cc2oc3cc(C)oc(=O)c3c2cc1OC
  -15 | 4 | 1.9 | -2 | -6 | -17 | i | -1 | -0.3 | -13
> O=c1c(/C=N/N2CCOCC2)c(C(F)(F)F)[nH]n1-c1ccccc1
  6 | -5 | 0.0 | -1 | . | -1 | i | 1 | -12 | -7
> Cc1cc(C)c2c(c1)N[C@H](c1cccs1)[C@@H]1CCO[C@H]21
  25 | 0 | -1.0 | -1 | 0 | -1 | 0.8 | 2 | 0.8 | -2
> O=C(Nc1ccccc1)c1ccc(=O)[nH]n1
  . | 2 | -1.2 | -3 | 1 | 6 | i | 1 | 1.4 | 7
> CSCCC(NC(=O)c1ccco1)C(=O)N1CC=C(c2ccccc2)CC1 (stereo unspecified)
  28 | 34 | 1.3 | -1 | -4 | -1 | i | 4 | 0.6 | -7
> COc1ccc(C(=C(CC(=O)O)C(=O)OC(C)(C)C)c2cc(OC)c(OC)c(OC)c2)cc1OC
  . | 4 | 0.0 | 6 | -20 | -3 | i | . | -0.1 | .
> Cc1ccc(NC(=O)C(CC(=O)O)C2CCCO2)c(C)c1 (stereo unspecified)
  13 | 5 | 0.0 | 4 | -12 | -12 | i | 3 | 1.2 | -5
> COc1cccc2c1c(NC(=O)Nc1ccc(F)cc1F)nn2C
  -15 | -9 | 2.0 | 0 | 3 | . | i | 1 | 0.9 | 0
> COc1ccc(C(=O)N/C(=C/c2cccs2)C(=O)NN)cc1OC
  9 | 3 | 0.4 | -11 | -9 | . | -0.5 | 5 | -1.1 | 0

The listing continues.
Structure,DUSP3 inh,Yp Topo-I inh,PfHsp40 rescue,MazF activator,SSB-PriA inh,Anthrax LF inh2,BH1578 lux ind,3CLpro inhibitor,TcdB inh,Rv3671c inh
CCOC(=O)C1CCCN(S(=O)(=O)c2cc(Br)cc3c2N(C(=O)C2CC2)CC3)C1 (stereo unspecified),4,5,2.3,-3,-6,0,-3.7,-8,.,1
CCOc1ccc(NC(=O)CCC(=O)N2CCSc3ccccc32)cc1,13,2,-0.5,6,-1,-5,-0.1,3,-0.4,-4
CC(C)C1Nc2ccc(C(=O)NCc3ccco3)cc2NC1=O (stereo unspecified),17,3,-0.3,4,5,0,2.8,-1,-0.3,2
O=C(O)c1cccc(CN2C(=O)CSC2=O)c1,-8,0,-1.3,-4,4,-1,-0.2,1,.,7
O=C(Nc1scc(-c2ccccc2)c1C(=O)O)c1ccccc1F,0,1,10,-10,-17,20,-0.4,6,-0.1,-2
O=C(CNC(=O)c1ccco1)N=Nc1c(O)[nH]c2ccc(Br)cc12,-2,-5,0.5,2,-7,-2,i,3,-1.4,0
CCOC(=O)C1=NN(C(=O)Nc2cccc(C(F)(F)F)c2)C2C(=O)N(c3cccc(C(F)(F)F)c3)C(=O)C12 (stereo unspecified),0,-23,0.2,10,-10,-2,-0.7,9,.,-13
CC(C)CN(C(=O)c1ccc(=O)n(C)n1)c1nc2ccccc2s1,-16,4,0.6,-2,-11,-7,-0.4,-5,.,0
COc1ccc(-c2cn(-c3ccc(C)cc3)c(=O)n2CC(=O)Nc2ccc(OC)c(OC)c2)cc1,15,19,4.4,5,8,-2,-1.9,3,.,3
COc1ccc([C@H]2C=C3CN(C(=O)OC(C)(C)C)S(=O)(=O)[C@H]3C[C@H]2OC(=O)c2cccs2)cc1,14,.,.,-2,-5,.,.,.,0.1,-4
Cc1ccc(N(CC(=O)NCc2ccccc2)C(=O)c2csnn2)cc1,-1,0,0.5,-6,-5,-1,0.2,-1,0.6,5
Cc1ccc(NC(=O)CCC(=O)c2cccs2)nc1,.,5,0.4,4,-1,-2,i,.,-2.4,-2
O=C1/C(=C\Nc2ccc(OC(F)(F)F)cc2)CCN1c1ncccn1,-2,-2,-1.4,6,-11,-4,1.0,4,.,1
Cc1cc(/C=N/n2cnnc2)c(C)n1-c1ccc2ncccc2c1,.,8,-0.1,11,.,-5,-0.1,.,0.4,0
O=C(/C=C/c1ccc(O)cc1)c1ccc(O)cc1O,-7,-8,2.3,-5,8,-3,-0.3,-6,3.2,3
CCSc1nnc2n(-c3ccc(OC)cc3)c(=O)c3c4c(sc3n12)CCCC4,23,-2,0.0,8,-8,2,0.0,0,.,-3
COc1ccc(OCC(=O)OCC(=O)Nc2cc(S(=O)(=O)N3CCOCC3)ccc2Cl)cc1,.,25,0.2,1,-11,-2,i,.,-1.2,7
CCOc1ccc(C(C)=O)cc1CSc1nnc(-c2ccoc2C)n1N,23,0,-0.7,0,0,-2,-2.1,4,.,-1
CC(C)=CC(=O)N1CCCC(N2CCN(c3ccc(F)cc3)CC2)C1 (stereo unspecified),2,8,-0.7,12,5,-5,i,0,1.1,-2
CN1CCN(C(=S)Nc2ccc(Oc3ccccc3)cc2)CC1,10,-7,0.6,1,-2,-2,-1.7,1,-0.4,6
CNC(=O)c1cc(C(=O)c2c(Cl)cccc2Cl)c[nH]1,5,0,-1.6,3,-7,2,-0.4,1,0.6,0
Cc1cc(F)ccc1-c1cc(C(=O)NCc2cccc(C(F)(F)F)c2)[nH]n1,.,3,.,.,.,0,-3.0,.,1.3,.
COc1cc(C(=O)NCC(=O)N2CCN(S(=O)(=O)c3ccccc3)CC2)cc(OC)c1OC,.,13,0.2,4,-7,?,i,.,-0.2,-7
CCC1(C)Cc2c(sc(NC(=O)CCC(=O)O)c2C#N)CO1 (stereo unspecified),29,4,1.2,0,-12,-4,i,3,.,-2
CCOC(=O)N1CCc2c(sc3c2C(=O)NC(c2ccccc2)N3)C1 (stereo unspecified),2,-1,0.6,9,-5,7,-0.5,-4,.,-31
CC(C)CC(=O)Nc1nnc(SCC(=O)Nc2ccc(F)cc2)s1,22,4,0.2,4,-5,-1,-0.3,6,2.3,-2
CCCCCOC(=O)C1[C@H]2C(=O)N(CCCOC)C[C@]23C=C[C@H]1O3 (stereo partly specified),5,.,.,0,-30,.,.,3,.,5
COCCNc1nc(Oc2ccc(Cl)c(Cl)c2)c2sccc2n1,.,13,.,.,.,-8,-0.1,.,1.2,.
Cc1ccc(Cn2c(C(C)Nc3nc(-c4ccc(C)cc4)cs3)nc3cc(Cl)c(Cl)cc32)cc1 (stereo unspecified),20,1,6.0,-11,5,-2,i,-6,.,2
